# Screening data as filed in PubChem.
# JNK3 blocker = JNK3 (human) kinase inhibition; P53779; 60,000 compounds, 0.61% hits; inhibition, % at 8 µM; purified JNK3 kinase activity, HTS; in the data active = inhibition above about 17%;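 also: 0% = DMSO and 100% = reference inhibitor; many of its hits are not listed in these tables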
# Target sequence (P53779 whole entry, looked up): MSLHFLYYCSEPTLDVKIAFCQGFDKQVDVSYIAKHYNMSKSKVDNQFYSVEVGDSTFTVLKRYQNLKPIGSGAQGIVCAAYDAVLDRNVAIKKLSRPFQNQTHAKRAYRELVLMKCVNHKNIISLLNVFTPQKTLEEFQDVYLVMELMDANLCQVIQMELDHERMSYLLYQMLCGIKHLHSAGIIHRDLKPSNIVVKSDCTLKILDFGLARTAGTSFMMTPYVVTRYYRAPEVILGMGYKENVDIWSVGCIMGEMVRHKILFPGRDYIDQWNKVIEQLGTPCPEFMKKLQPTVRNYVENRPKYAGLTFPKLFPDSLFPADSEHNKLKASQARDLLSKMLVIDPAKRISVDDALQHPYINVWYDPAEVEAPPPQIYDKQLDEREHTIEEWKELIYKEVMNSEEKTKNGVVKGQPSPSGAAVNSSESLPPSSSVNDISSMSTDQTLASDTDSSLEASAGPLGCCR
# Cdc25B block = human M-phase inducer phosphatase 2 inhibition | P30305 | recombinant Cdc25B, OMFP fluorescence Ex485/Em525 | inhibition, %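 (compounds tested at 10 µM final in the well)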 | 65,000 compounds, 0.1% hits | AID 368; in the data active = inhibition above about 50%
# Target sequence (P30305 whole entry, looked up): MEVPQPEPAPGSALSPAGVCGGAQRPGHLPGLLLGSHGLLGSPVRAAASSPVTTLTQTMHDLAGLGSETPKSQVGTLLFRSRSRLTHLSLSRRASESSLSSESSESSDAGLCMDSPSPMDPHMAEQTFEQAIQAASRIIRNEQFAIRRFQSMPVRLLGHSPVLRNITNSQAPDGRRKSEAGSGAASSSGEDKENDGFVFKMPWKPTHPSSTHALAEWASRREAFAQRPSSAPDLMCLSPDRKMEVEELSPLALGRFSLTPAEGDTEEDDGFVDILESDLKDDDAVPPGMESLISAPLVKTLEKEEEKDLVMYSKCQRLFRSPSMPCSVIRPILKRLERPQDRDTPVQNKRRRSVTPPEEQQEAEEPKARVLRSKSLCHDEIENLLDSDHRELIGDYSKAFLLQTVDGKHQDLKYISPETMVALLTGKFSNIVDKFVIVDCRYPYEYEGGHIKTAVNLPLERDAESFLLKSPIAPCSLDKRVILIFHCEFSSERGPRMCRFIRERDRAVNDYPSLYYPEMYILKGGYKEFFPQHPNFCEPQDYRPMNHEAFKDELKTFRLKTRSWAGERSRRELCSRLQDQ
# FXIIa inh mix = inhibitors of human coagulation factor XIIa, pooled mixtures; P00748; purified FXIIa, fluorogenic substrate; inhibition, % at 5 µM; 62,000 compounds, 0.2% hits;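 also: 0% = enzyme without compound and 100% = no enzyme blank; some results filed as inactive read as strong as hits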
# Hsp90 inh = displaces geldanamycin probe from tumor Hsp90; P07900; NCI-N417 lysate Hsp90, Cy3B-geldanamycin FP displacement; inhibition, % at 30 µM; 64,000 compounds, 0.35% hits; AID 429;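 active = inhibition above 50%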;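 also: 0% = tracer plus lysate wells and 100% = tracer alone without lysate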
# A340 absorber = compound absorbs light at 340 nm; 65,000 tested, under 10 active; fold change at 10 µM; compound absorbance at 340 nm, fold over control;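 active = at 10 µM dose, initial 340 nm absorbance at least 2 fold that of control wells; inactive = change under 2 fold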;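 also: initial absorbance extrapolated from kinetic A340 decline of NADH oxidation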
# DUSP1 inh = inhibitors of human MKP-1 phosphatase; P28562; recombinant MKP-1, OMFP hydrolysis fluorescence; inhibition, %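 (compounds tested at a single concentration somewhere between 10 and 100 µM)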; 65,000 compounds, 0.15% hits; AID 374;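 active = inhibition above about 50%, limit read from the data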;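 also: 0% = DMSO max control wells and 100% = wells with enzyme stopped by NaOH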
# AP complement = alternative pathway complement inhibition, orthogonal assay; 62,000 compounds, 0.08% hits; inhibition, % at 5 µM; Human serum alternative complement pathway, LPS-coated ELISA, C3 deposition; tested in compound mixtures;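 active = inhibition above 30% in each of the two pooled mixtures holding the compound, so the lower value exceeds 30%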;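 also: 0% = serum in Mg-EGTA without compound and 100% = EDTA serum blank; some compounds past the cut are filed as inactive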
#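 Test system – human serum alternative complement pathway, C3 deposition on LPS-coated wells · Buffer or medium – diluted human serum in Mg2+-EGTA GVB++ · Compound dosing – 5 µM each compound, pools of ten, 50 µM per pool · Schedule – 1 h serum-compound exposure at 37 °C · Measured by – Anti-C3 ELISA, OD 450 nm · Read-out basis – percent inhibition of C3 deposition onto LPS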
# MMP-13 inhibitor = MMP13 (human) collagenase inhibition. P45452. MMP-13 fTHP FRET cleavage, Mca fluorescence. inhibition, % at 4 µM. 65,000 compounds, 0.07% hits. AID 570;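 active = inhibition above the mean of compound-free control plate wells plus 3 SD, cut at about 14% in these data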;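 also: 0% = DMSO wells and 100% = wells with reference MMP-13 inhibitor after basal subtraction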
# FXIa inh mix = factor XIa (human) inhibition, mixture screen; purified FXIa, fluorogenic substrate, pooled mixtures; 62,000 compounds, 0.19% hits; inhibition, % at 5 µM; P03951; AID 680;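 also: each value is inhibition by a whole ten-compound pool holding the compound; 0% = enzyme with no mixture and 100% = wells lacking enzyme; strong numbers were not always called active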
# Numbers without * were called inactive; / = no result given; [ ] = another dose, or the depositor's remark. Rule as the data show it, unless noted: active = inhibition above about 20% (passing the limit was not always enough); inactive = the rest.
SMILES,JNK3 blocker,Cdc25B block,FXIIa inh mix,Hsp90 inh,A340 absorber,DUSP1 inh,AP complement,MMP-13 inhibitor,FXIa inh mix
CCN(CC)CCNC(=O)Cc1c(C(=O)O)n(CC)c2ccccc12,9,-1,9,-1,1.1,-8,8,-5,-7
O=C(CCn1nc(-c2ccc(Cl)cc2)ccc1=O)N1CCN(c2ccccn2)CC1,/,2,10,-2,1,12,6,2,6
CCC(Oc1ccc(C)c(C)c1)C(=O)O (stereo not given),-4,-19,5,0,1,5,7,-2,0
Cc1ccc(Oc2cc(C)nc(-c3ccccc3O)n2)cc1,0,4,5,-3,1,11,0,4,0
O=C(O)c1cn(-c2ccccc2)nc1-c1cccnc1,0,2,7,-2,1.1,5,2,1,2
COc1ccccc1NC(=O)CN1CCN(c2ccc(Cl)cc2)CC1,-2,-17,7,0,0.97,4,-1,2,-1
Cc1ccc(-c2nc3ccccc3o2)cc1NC(=O)c1ccc2c(c1)OCO2,2,-3,7,-33,1,39,-13,-12,-2
Cc1c(C(=O)OCCOC(C)C)[nH]c2c1C(=O)CC(C)(C)C2,-1,3,7,-1,1,14,0,5,6
O=C(CCC(=O)N1CCCc2ccccc21)N1CCN(S(=O)(=O)c2ccccc2)CC1,-6,-16,7,-3,1,19,12,7,0
O=C(CCC1CCCC1)NCc1ccccn1,-1,-5,9,0,0.96,-8,14,2,7
Nc1ccc(N2CCCCC2)cc1N1CCCCC1,-9,1,6,2,1,4,14,-5,-22
Brc1ccccc1Cn1c(-c2cncs2)nc2ccccc21,-2,2,6,-4,1.1,4,12,4,0
Cc1cc(C(=O)Nc2ccc3c(c2)OCCO3)c(C)o1,3,-8,-26,-1,1.1,3,9,2,6
O=C(O)c1ccccc1OCCOc1ccccc1,/,-14,1,-2,1.1,16,6,4,3
O=C(Nc1ccc(NC(=O)c2ccco2)cc1)c1cnccn1,7,-3,-2,-3,1.1,2,21,3,-3
O=C(NC1CCS(=O)(=O)C1)c1ccc(S(=O)(=O)NCC2CCCO2)cc1 (stereo not given),-5,4,3,-12,1,-13,17,-2,4
CCCc1cc(-c2ccc(O)c(OCC)c2)c(C#N)c(N)n1,7,5,5,-1,1.1,14,7,-10,3
CC(=O)c1ccc(N2CCN(C(=O)C3CCCN(S(=O)(=O)c4cnc[nH]4)C3)CC2)cc1 (stereo not given),2,-4,3,0,1.2,22,9,1,6
CC(C)c1nc2sc3c(NCc4ccco4)ncnc3c2c2c1COC(C)(C)C2,/,-8,11,/,1.1,17,8,-9,10
CCCCn1c(SCc2nnc(-c3ccccc3)o2)nc2c1c(=O)n(C)c(=O)n2C,4,2,5,1,1,-20,15,1,4

# Next section; it opens with the two that closed the last part.
SMILES,JNK3 blocker,Cdc25B block,FXIIa inh mix,Hsp90 inh,A340 absorber,DUSP1 inh,AP complement,MMP-13 inhibitor,FXIa inh mix
CC(C)c1nc2sc3c(NCc4ccco4)ncnc3c2c2c1COC(C)(C)C2,/,-8,11,/,1.1,17,8,-9,10
CCCCn1c(SCc2nnc(-c3ccccc3)o2)nc2c1c(=O)n(C)c(=O)n2C,4,2,5,1,1,-20,15,1,4
CC(=O)Nc1cccc(C(=O)Oc2cccc(C)c2)c1O,1,-4,1,0,1,-29,8,-30,4
CC(Nc1ccc(Br)cn1)c1cc(Cl)ccc1O (stereo not given),5,-10,0,1,1,7,-2,1,3
CCN1CCN(c2ncc3c(n2)CC(c2ccc(OC)c(OC)c2)CC3=O)CC1 (stereo not given),-12,7,21,-2,1.1,9,15,0,7
CCCN(c1nc(C)cc(OC)n1)S(=O)(=O)c1ccccc1,0,-10,7,-4,0.98,9,7,-3,4
COc1ccccc1N(CC(=O)Nc1ccc2c(c1)OCO2)S(=O)(=O)c1ccccc1,2,-3,7,-1,1,-1,-1,3,-2
COc1ccc(-c2cc(=O)c3ccccc3s2)cc1,-3,-17,2,-1,1.1,-2,7,0,7
CCOC(=O)N1CCN(C(=O)C2CC(c3cc(OC)ccc3OC)=NO2)CC1 (stereo not given),-7,5,4,1,1,-5,6,-2,3
Cc1nc(Nc2ccccc2)[nH]c(=O)c1CCC(C)C,-6,-5,3,-1,1,2,15,2,9
COc1ccc(S(=O)(=O)N2CCCC2C(=O)Nc2nc3c(s2)CCCC3)cc1 (stereo not given),-1,5,2,-2,1.1,-9,3,1,3
CC(=O)C1C(c2cccc(F)c2)NC(=O)NC1(O)C(F)(F)F (stereo not given),-2,-10,2,-1,1,12,8,2,2
Cc1ccc(S(=O)(=O)CC(=O)Nc2ccc(S(=O)(=O)Nc3onc(C)c3C)cc2)cc1,1,-5,15,-1,1.1,6,16,1,17
CC(C)/C=C1\CCCCC1N(C)C(=O)NC(C)C (stereo not given),-4,-17,-1,-3,0.99,5,11,0,7
COc1ccc(CCC(=O)NCc2cnn(C)c2)cc1,5,-16,0,-3,1,-7,5,4,11
Nc1ccc(C(=O)c2ccc3c(c2)OCCO3)cc1N,0,-6,/,-11,1.2,1,/,5,/
COc1ccc(C2(O)CCN(C(=O)c3ccc4c(c3)OCO4)CC2)cc1,/,-13,2,/,1,7,5,-5,10
CSc1ccc(Cl)c(C(=O)NCC(C)C)c1,-6,0,-13,-6,1,6,14,1,9
COc1ccc(-n2cnc3cc(NCc4cccs4)ccc32)cc1,1,0,2,-6,1,-4,26,-13,7
CC(C)OC(=O)CSc1nnc(-c2cccnc2)n1Cc1ccccc1,6,-11,4,1,0.98,-18,10,3,2
Nc1nc2n(n1)C(c1cccs1)CC(c1ccccc1)N2 (stereo not given),-4,-9,-2,-2,1,8,10,-10,-7
Cc1n[nH]c(C)c1S(=O)(=O)N(CC(=O)N1CCc2ccccc21)c1ccc(C(C)C)cc1,-6,-9,10,-7,1.1,11,6,-1,2
COc1cccc(-c2nnc(SCC(N)=O)n2-c2ccc(Cl)cc2)c1,-4,-13,0,3,0.99,7,1,-2,7
CCOC(=O)N1CCC(NC(=O)c2cccc3c2C(=O)N(CCOC)C3)CC1,3,-7,5,-2,1,3,22,5,-15
Cn1nnc2cc(C(=O)Nc3cccnc3)ccc21,-6,-6,-16,-6,1,-13,10,0,6
Cc1c(NC(=O)c2cccc(NC(=O)c3ccco3)c2)cccc1C(=O)O,9,-2,4,-8,1,-8,6,3,10
O=c1nc(NCc2ccco2)sc2ncccc12,0,-1,3,0,1,10,14,1,-1
O=C(CSc1nnc(Cc2cc(=O)[nH]c(=O)[nH]2)n1-c1ccc(Cl)cc1)NCC1CCCO1 (stereo not given),-1,4,1,-1,0.96,8,-4,6,10
Nc1nnc(SCC(=O)Nc2ccccc2N2CCOCC2)s1,1,-1,1,-10,1,26,1,3,4
Cc1cc(C)nc(Sc2ccc3nnnn3n2)n1,0,5,1,-2,1.1,-35,12,8,8
CCOC(=O)C1=C(N)OC2=C(C(=O)CC(C)(C)C2)C1c1ccco1 (stereo not given),-6,-10,11,-2,0.98,-25,-14,-3,3
C/C(=N\O)C1(C)N(O)C(C)(C)C(c2ccco2)=[N+]1[O-] (stereo not given),-2,18,/,0,1,-9,/,5,/
Cc1cccc(C)c1-n1nnnc1S(=O)(=O)Cc1ccccc1Cl,2,-8,0,1,1,6,17,8,6
Cc1nc2c(cc(Oc3ccc(S(=O)(=O)N4CCOCC4)cn3)c3ccsc32)s1,-1,-20,-1,-6,0.98,36,-1,-1,0
CCN(C(=O)c1cccc(F)c1)c1ccccc1C,/,2,1,-6,1,13,19,7,6
c1csc(CN2CCN(Cc3cccs3)C2c2cccs2)c1,-6,-1,-13,-1,1,-1,-7,0,9
O=C(CSc1nc2cc(Cl)ccc2s1)N1CCN(C(=O)c2ccco2)CC1,-1,-17,5,-5,0.98,16,7,-5,6
Cc1cc2c(C)nc(Cc3ccccc3)nc2o1,-1,18,/,-3,1,-19,/,9,/
Cc1nn(CC(=O)Nc2ccc3c(c2)oc2ccccc23)c(=O)c2ccccc12,1,10,5,1,1.1,25,10,4,7
COc1ccccc1N1CCN(C(=O)CN(Cc2ccc(Cl)cc2)S(C)(=O)=O)CC1,4,-7,3,-2,0.99,11,21,6,10
COc1ccc(Cn2c(C)nc3c(c2=O)c2nc4ccccc4nc2n3Cc2ccco2)cc1,0,7,0,-9,1,40,11,-12,7
Cn1c(=O)c2c(nc(SCC(=O)NC3CCCCC3)n2C)n(C)c1=O,-4,-6,3,-2,1,-2,1,-4,3
Cc1nnc(SCc2ccccc2F)n1NCc1cccs1,5,-8,-10,2,1,0,-2,5,-17
COc1ccc(OCc2nnc(SCC(=O)O)n2N)cc1,/,-17,1,/,0.99,4,23,-1,-5
CC1CCCC(C)N1C(=O)c1cc(F)c(F)cc1Cl (stereo not given),2,-21,-15,-6,1.1,3,23,-1,2
Cc1ccc(NS(=O)(=O)c2ccc3c(c2)c(=O)n(C)c(=O)n3C)cc1F,/,-1,5,-1,1.1,4,6,6,5
COC(=O)c1ccc(NC(=O)CNC(=O)C2CCCCC2)c(C)c1,-2,-2,-14,-3,1,-10,5,2,-11
COc1cc(CN2CCSCC2)cc(OC)c1OC,-4,3,-17,-1,0.99,-5,1,0,-3
O=C(c1cccs1)N1CCC(c2ccccc2)C1 (stereo not given),-3,-3,14,1,1,-5,6,2,-3
O=C(O)C1CCCN1S(=O)(=O)c1ccc2[nH]c(=O)c(=O)[nH]c2c1 (stereo not given),-3,-3,7,-4,1.1,3,15,0,-1
CCCCCCN=CC1=C(O)C(C(=O)OC)C(C)(C)CC1=O (stereo not given),/,-12,11,/,1,11,13,/,2
CCCn1c(N2CCN(C(=O)N3CCCCC3)CC2)nc2ccccc21,0,-4,7,0,0.99,-7,14,0,2
Cc1onc(-c2ccccc2Cl)c1C(=O)N1CCN(C(=O)c2ccco2)CC1,0,7,-21,1,0.97,-2,6,4,10
CCN(CC)c1ccc(CNC23CN4CN(CN(C4)C2)C3)cc1,/,-31,3,/,1,10,30,3,5
Cc1noc(C)c1C(=O)OCC(=O)NC(=O)NC12CC3CC(CC(C3)C1)C2,-7,0,12,-2,1,-1,10,2,-3
CS(=O)(=O)N1CCc2cc(C(=O)N3CCOCC3)ccc21,0,2,-2,-19,1,14,20,-12,2
CCOC(=O)c1nn(-c2ccc3c(c2)OCO3)cc1O,6,-8,-2,0,1.1,2,-7,-40,2
CCOc1cc(N2CCOCC2)c(OCC)cc1NC(=O)CN1CCc2ccccc2C1,/,-25,3,/,1.1,-1,11,8,6
COc1ccccc1C(=O)N1CCN(S(=O)(=O)c2ccccc2)CC1,0,-14,1,-2,1,-1,17,-1,4
O=c1oc2ccccc2c(N2CCCCC2)c1CN1CCCCC1,-6,1,9,0,1,-12,-11,-1,-5
CS(=O)(=O)N1CCN(C(=O)c2cc(-c3cccs3)nc3ccccc23)CC1,-4,1,9,-12,1.1,-2,18,-195[fluorescence artefact?],0
O=C(CCC(=O)c1cccs1)OCc1nc2ccccc2s1,-3,3,2,-5,0.99,18,10,0,9
O=C(NCCc1ccco1)c1nn(Cc2ccccc2)c(=O)c2ccccc12,2,0,4,-3,1,12,-2,-1,-3

# Molecules from the list above with bromine:
SMILES,JNK3 blocker,Cdc25B block,FXIIa inh mix,Hsp90 inh,A340 absorber,DUSP1 inh,AP complement,MMP-13 inhibitor,FXIa inh mix
Brc1ccccc1Cn1c(-c2cncs2)nc2ccccc21,-2,2,6,-4,1.1,4,12,4,0
CC(Nc1ccc(Br)cn1)c1cc(Cl)ccc1O (stereo not given),5,-10,0,1,1,7,-2,1,3
